Screening results (PubChem)
M1 antag – antagonists of rat M1 muscarinic receptor; Muscarinic acetylcholine receptor M1 (Rattus norvegicus), P08482; CHO-M1 cells, Fluo-4 calcium, ACh EC80 antagonist mode; active compounds read low; B-score at 10 µM; actives 3.4% (n = 64,000);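 active = calcium fluorescence response, raw or row-and-column corrected B-score, differing from the plate sample mean either way at a set confidence level, mostly lower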
Target sequence (P08482 whole entry, looked up): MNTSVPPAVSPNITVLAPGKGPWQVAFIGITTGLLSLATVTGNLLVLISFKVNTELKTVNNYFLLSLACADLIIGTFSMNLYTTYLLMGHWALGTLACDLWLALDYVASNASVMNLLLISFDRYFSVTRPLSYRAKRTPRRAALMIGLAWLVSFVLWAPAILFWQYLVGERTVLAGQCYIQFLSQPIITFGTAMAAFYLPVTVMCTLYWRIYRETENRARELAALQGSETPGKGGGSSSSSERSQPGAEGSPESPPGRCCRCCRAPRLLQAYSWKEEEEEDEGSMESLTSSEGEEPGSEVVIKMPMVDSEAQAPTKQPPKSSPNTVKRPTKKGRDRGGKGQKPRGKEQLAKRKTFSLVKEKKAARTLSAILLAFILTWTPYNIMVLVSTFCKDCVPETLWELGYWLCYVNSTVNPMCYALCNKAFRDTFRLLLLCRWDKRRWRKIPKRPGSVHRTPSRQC
S1P1 ag-PAM – S1P1 agonists and agonism potentiators, primary screen, cell-based, primary and confirmation screens, CRE-bla reporter | AID 449, 2006 | activation, % at 9.5 µM | S1P1 CRE-bla cells, forskolin, beta-lactamase FRET, potentiator mode; S1P1 agonist co-added at EC20, 2 nM; 100% = saturating reference agonist, 0% = basal | Sphingosine 1-phosphate receptor 1 (Homo sapiens), P21453 | actives 0.57% (n = 56,000);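 active = activation above a cutoff set at the mean activation of all tested compounds plus 3 SD, cut at about 54% in these data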;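 note: forskolin at 4 µM as EC80 and the EC20 agonist is SEW2871; 100% = SEW2871 at its EC100 plus forskolin at EC80; some compounds past the cut are filed as inactive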
M1 agonist – M1 muscarinic receptor agonists, primary screen, CHO-M1 cells, Fluo-4 calcium, agonist mode; B-score at 10 µM; Muscarinic acetylcholine receptor M1; Fluo-4 calcium fluorescence; active compounds read high; actives 3% (n = 64,000);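 active = fluorescence rise, raw or as B-score row- and column-corrected plate score, outside the 99.7% band of its plate's samples, either direction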
HEK293 NFkB inh – inhibitors of PMA/ionomycin-induced NF-kB reporter, primary screen, antigen receptor NF-kB inhibitor project, cell-based, HEK-293 luciferase reporter, luminescence; HEK-293 NF-kB luciferase reporter; inhibition, % at 3 µM; actives 0.21% (n = 62,000); AID 465, 2006;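 active = inhibition above the mean of all tested compounds plus 3 SD, cut at about 40% in these data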;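 note: 0% = stimulated DMSO wells and 100% = 10 µM reference inhibitor 5653914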
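Signal: luciferase luminescence; Material: HEK-293 cells with stable firefly luciferase reporter driven by four HIV NF-kB elements; Probe or stimulus: PMA with ionomycin; Replication: tested once; Times: 1 h compound pretreatment, then 16 h stimulation at 37 °C, 5% CO2; Benchmarks: DMSO and 10 µM reference inhibitor; Evaluation: per-plate % inhibition versus controls.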
5HT1E antag – 5-HT1E receptor antagonists, primary screen, cell-based, HTS; 5-hydroxytryptamine receptor 1E (Homo sapiens), P28566; CHO 5-HT1E Ga15 NFAT-bla reporter, FRET, antagonist; inhibition, % at 6 µM; actives 0.99% (n = 65,000); AID 571, 2007;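 active = inhibition above a set limit, the mean inhibition across every tested compound plus 3 SD, cut at about 29% in these data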;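 note: signal is the 460 over 535 nm emission ratio of beta-lactamase substrate; 0% = agonist plus DMSO wells and 100% = wells without agonist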
Target sequence (P28566 whole entry, looked up): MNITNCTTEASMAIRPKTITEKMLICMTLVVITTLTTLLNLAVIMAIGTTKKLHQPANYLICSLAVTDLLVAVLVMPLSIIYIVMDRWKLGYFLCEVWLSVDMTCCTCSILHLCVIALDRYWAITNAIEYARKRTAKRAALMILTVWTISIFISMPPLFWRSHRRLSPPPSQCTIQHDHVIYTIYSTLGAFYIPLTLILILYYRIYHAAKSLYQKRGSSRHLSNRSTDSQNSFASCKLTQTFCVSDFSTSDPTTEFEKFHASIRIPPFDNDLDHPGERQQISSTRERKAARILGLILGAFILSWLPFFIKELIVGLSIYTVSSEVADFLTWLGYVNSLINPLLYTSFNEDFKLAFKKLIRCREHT
HER2 expr 66K – inhibitors of Her2 protein expression, primary screen, SKBR-3 cells, AlphaScreen, 66K library; Receptor tyrosine-protein kinase erbB-2 (Homo sapiens), P04626; SKBR-3 HER2 protein level, 18-24 h; active compounds read low; HER2 level % of control, % at 10 µM; actives 0.69% (n = 65,000);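 active = HER2 level under 5% of the carrier-only control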;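 note: 100% = DMSO carrier and 0% = 500 nM PU-H71 HSP90 inhibitor; lower value means stronger loss of Her2 protein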
S1P3 ag – human S1P3 receptor agonists, primary screen, cell-based, primary and confirmation, NFAT-BLA reporter | S1P3 NFAT-BLA reporter cells, agonism, FRET ratio; relative to 1 µM S1P, basal subtracted | activation, % at 4.5 µM | actives 0.1% (n = 60,000);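 active = activation above the screen-wide mean plus 3 SD, cut at about 4.5% in these data, passing the limit was not always enough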; note: some compounds called inactive have numbers as strong as hits
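Benchmarks: high control 1 µM S1P / System: stable CHO line with human S1P3, Gα16, NFAT-BLA reporter / Dosing: single compound concentration, 4.5 µM final / Timing: 4 h compound at 37 °C, 2 h substrate at RT / Measured by: FRET β-lactamase substrate fluorescence, excitation 405 nm, 460/535 nm emission ratio, background-subtracted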
5HT1E ag – 5-HT1E receptor agonists, primary screen, cell-based, HTS. 5-hydroxytryptamine receptor 1E (Homo sapiens), P28566. CHO 5-HT1E Ga15 NFAT-bla reporter, FRET; 0% DMSO wells, 100% control agonist wells. activation, % at 6 µM. actives 0.69% (n = 65,000);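 active = activation above a set limit, the screen-wide mean activation plus 3 SD, cut at about 8.5% in these data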;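 note: 100% = positive control agonist at 1 µM giving full maximal response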
Jurkat viability – cytotoxicity toward Jurkat T cells, primary screen, cytotoxicity control, cell-based, Jurkat E6.1, 60K MLSMR library. Jurkat E6.1 viability, ATP luminescence, 48 h. actives 1.2% (n = 56,000). inhibition, % at 4 µM;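 active = inhibition above the mean inhibition of all tested compounds plus 3 SD, cut at about 28% in these data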
An asterisk follows results filed as active; · = not tested or not shown. This is a random part of the collection; overall some 9.2% were active at least once.

cpd	Compound	M1 antag	S1P1 ag-PAM	M1 agonist	HEK293 NFkB inh	5HT1E antag	HER2 expr 66K	S1P3 ag	5HT1E ag	Jurkat viability
1	CN(C(=O)c1ccc(NC(=O)c2cnccn2)cc1)C1CCCCC1	-0.042	·	-0.53	2	5	96	·	-0.6	·
2	CC(C)=CC(=O)OCC(=O)Nc1nc(C)c(Cl)cc1Cl	-0.83	2	-0.27	-14	-6	90	-0.4	0.5	-5
3	CCOC(=O)c1c(C)[nH]sc1=S	-0.09	4	0.81	·	-11	134	-2.2	-0.3	·
4	Cc1ccn(CCSCC(=O)O)n1	·	-11	·	0	3	42	-1.2	1.8	-2
5	CC(C)COC(=O)NCCOC(=O)Nc1cccc(Cl)c1	-2.2*	70*	7.5*	12	-2	123	-1.0	0.4	0
6	CCCCNC(=O)c1ccc2nc(-c3ccco3)c(-c3ccco3)nc2c1	-0.57	-3	10*	13	7	77	-0.3	0.1	6
7	N#Cc1cccc(NC(=O)NCCc2c[nH]c3ccccc23)c1	-0.014	14	-0.57	-2	-3	91	-1.5	1.3	27
8	Fc1ccc(C(c2nnnn2Cc2ccco2)N2CCN(C3CCCCC3)CC2)cc1 (centres undefined)	-0.44	26	-1	3	-1	87	-1.9	-1.1	4
9	COc1cccc(C(c2sc3nc(C)nn3c2O)N2CCN(c3ccccc3F)CC2)c1 (centres undefined)	-0.65	9	0.62	4	2	83	-0.6	0.2	0
10	CCOC(=O)C(C(=O)Nc1nccs1)C1CCCCC1 (centres undefined)	-0.67	-14	0.47	1	8	82	-1.9	-1.0	-2
11	O=C(Nc1c(C(=O)N2CCOCC2)cnn1-c1ccccc1)c1ccco1	·	9	·	0	-4	95	-0.8	0.6	-2
12	Cc1cc(NC(=O)COC(=O)CSCc2ccc(Cl)c(Cl)c2)no1	-1.3	10	-0.84	3	-6	91	0.5	0.3	-3

Screen by screen, quoted from above:
Entries 5 to 8 in Jurkat viability, in turn: 0, 6, 27, 4

The list continues.
cpd	Compound	M1 antag	S1P1 ag-PAM	M1 agonist	HEK293 NFkB inh	5HT1E antag	HER2 expr 66K	S1P3 ag	5HT1E ag	Jurkat viability
13	CCN(C(=O)CSc1nc2cc(C(=O)OC)ccc2c(=O)n1Cc1ccco1)c1cccc(C)c1	-1.6	4	-0.53	12	-9	26	-0.2	-0.4	-6
14	Cc1ccc(SCc2cc(=O)n3[nH]c(C)nc3n2)cc1	0.83	·	0.061	12	0	105	-0.1	0.3	-3
15	CC1(C)CC(=O)C2=C(C1)OC(N)=C(C#N)C2C#Cc1ccccc1 (centres undefined)	-0.029	13	0.29	15	2	65	0.3	-0.8	7
16	C=CCSc1nnc(-c2cccnc2)o1	-0.0055	14	-0.015	-1	-11	101	-0.6	1.1	1
17	CC1Cc2ccccc2N1C(=O)COC(=O)c1ccc(S(=O)(=O)N(C)C)cc1 (centres undefined)	0.44	-17	-0.23	4	1	89	0.0	-1.1	-12
18	CCOC(=O)CCCNC(=O)COc1ccccc1C#N	1.2	-8	-0.59	5	1	88	0.1	-0.8	-6
19	Cn1cnnc1SCC(=O)c1cc2ccccc2oc1=O	-0.27	-3	-0.69	20	-7	66	-0.1	-0.4	3
20	CCOC(=O)c1[nH]c(Cc2[nH]c(C(=O)OCC)c(C)c2CCC(=O)OC)c(CCC(=O)OC)c1C	0.068	-38	-0.028	17	8	98	-1.5	-0.6	-6
21	Nc1nc(SCC(=O)Nc2ccc(Br)cc2F)n[nH]1	-0.2	-1	-0.059	12	-6	90	-0.1	-0.9	2
22	CC(C)Cc1nc(SCC(=O)NCc2ccccc2)n[nH]1	0	0	2.3	22	4	94	-0.3	-1.2	5
23	Cc1ccc2cc(CCNC(=O)c3ccco3)c(=O)[nH]c2c1C	0.22	32	-0.51	-33	-2	121	-1.4	1.1	4
24	CC(=O)NC(=O)Nc1sc(=S)n(C)c1C	0.6	2	-0.78	·	5	111	-4.8	-0.9	·

Filtered by structure: the compounds so far containing two or more sulfur atoms
cpd	Compound	M1 antag	S1P1 ag-PAM	M1 agonist	HEK293 NFkB inh	5HT1E antag	HER2 expr 66K	S1P3 ag	5HT1E ag	Jurkat viability
3	CCOC(=O)c1c(C)[nH]sc1=S	-0.09	4	0.81	·	-11	134	-2.2	-0.3	·
24	CC(=O)NC(=O)Nc1sc(=S)n(C)c1C	0.6	2	-0.78	·	5	111	-4.8	-0.9	·

Remaining list, next part
cpd	Compound	M1 antag	S1P1 ag-PAM	M1 agonist	HEK293 NFkB inh	5HT1E antag	HER2 expr 66K	S1P3 ag	5HT1E ag	Jurkat viability
25	CCOC(=O)C1CCN(C=Nc2cc(C)on2)CC1	-0.088	9	0.11	10	9	146	-1.3	0.6	8
26	O=C(Oc1ccc(-c2nnco2)cc1)N1CCCCC1	0.34	-10	-0.036	7	5	105	-0.9	0.8	-6
27	Cc1ncoc1C(=O)Nc1ccccc1C(N)=O	0.35	7	1	0	-4	89	-0.8	-0.2	-6
28	Cc1ccc(S(=O)(=O)Nc2cc(C(=O)O)ccc2N2CCCCC2)cc1	-0.045	·	0.09	9	-5	57	·	0.1	·
29	CCC(=O)N1C(C(=O)O)CSC1c1ccc(OC)cc1 (centres undefined)	-0.28	-27	-0.45	1	-6	95	0.9	-0.1	-6
30	CCC(=O)N(Cc1cc2c(C)ccc(C)c2[nH]c1=O)C1CCCCC1	0.02	-13	0.35	24	-5	76	0.8	1.1	-1
31	COc1ccc(N(C(=O)c2ccc(S(=O)(=O)N3CCOCC3)cc2)C2C=CS(=O)(=O)C2)cc1 (centres undefined)	0.95	-22	-0.0057	7	-14	117	0.1	-0.9	0
32	COC(=O)c1sccc1NS(=O)(=O)c1ccc(OC)cc1	·	8	·	16	1	57	-2.2	-0.2	10
33	COc1ccccc1C(=O)NCCc1nc2ccccc2[nH]1	0.32	-19	-0.22	14	-10	86	-0.2	0.7	1
34	O=C(CN1CCCCC1)Nc1cc(Cl)ccc1Cl	-0.17	-13	-0.71	13	5	97	-0.9	-0.6	-3
35	CC1=CC(C)(C)N2C(=O)C3(C(C#N)=C(N)Oc4cc(O)ccc43)c3cccc1c32 (centres undefined)	·	35	·	6	7	53	-1.5	0.0	-4
36	COCn1c(-c2ccccc2)nc2ccccc21	-0.011	-12	1.1	12	-6	112	-0.1	0.8	-3
37	Cn1c(SCc2nc3ccccc3s2)nnc1-c1cccs1	0.01	3	0.059	2	-2	79	-0.8	-0.2	-2
38	Cc1noc(C)c1S(=O)(=O)N1CCN(Cc2ccc3c(c2)OCO3)CC1	0.21	-14	1.1	10	-1	127	0.2	-0.2	-1
39	CC1CCN(C(=O)CSc2nnc(CN3CCOCC3)n2-c2ccccc2)CC1	-0.32	-12	-0.42	11	-11	85	0.8	-0.1	-5
40	O=S(=O)(Nc1ccc(N2CCOCC2)nn1)c1ccccc1	0.39	·	-0.084	0	4	158	·	-0.2	·
41	CCN1C(=O)CC(N2CCN(c3ccc(C(=O)c4ccccc4)cc3)CC2)C1=O (centres undefined)	0.77	·	-1.8	-6	1	109	-0.7	1.2	4
42	CCOc1ccc2nnnn2n1	-0.2	0	-0.43	3	-2	89	-0.6	-0.4	-1
43	O=C1c2ccccc2N2C(=O)c3ccccc3C2N1O (centres undefined)	-0.3	-19	-1.7	5	-2	88	-0.8	-1.3	6
44	N=C1C(c2nc3ccccc3s2)=C(O)CN1CCCO	-0.069	11	0.2	-1	23	123	-0.7	-1.0	11
45	COc1cccc(-c2csc3nnc(SCC(=O)c4ccc(NC(C)=O)cc4)n23)c1	-0.61	-27	-0.14	3	14	70	-0.2	0.5	7
46	O=C(NCc1ccccn1)c1cc2ccccc2oc1=O	-0.17	·	-0.24	18	-4	81	·	0.5	·
47	c1ccc(OCc2nn3c(-c4cccnc4)nnc3s2)cc1	1.5	-4	0.85	·	-29	111	-2.2	-1.2	·
48	CN1C(=O)N(C)C2C1NC(=O)N2C (centres undefined)	-9.2*	-4	-0.57	14	-8	88	-1.1	1.4	-1

An excerpt from above in order of their number in M1 agonist, falling.
no.	Structure	M1 agonist
38	Cc1noc(C)c1S(=O)(=O)N1CCN(Cc2ccc3c(c2)OCO3)CC1	1.1
47	c1ccc(OCc2nn3c(-c4cccnc4)nnc3s2)cc1	0.85
40	O=S(=O)(Nc1ccc(N2CCOCC2)nn1)c1ccccc1	-0.084

The listing continues:
cpd	Compound	M1 antag	S1P1 ag-PAM	M1 agonist	HEK293 NFkB inh	5HT1E antag	HER2 expr 66K	S1P3 ag	5HT1E ag	Jurkat viability
49	CC(=O)NCc1nc2ccccc2n1C(C)C	0.028	-16	-0.14	14	-11	64	0.4	1.0	-2
50	CSc1ccc(S(=O)(=O)NCc2ccccc2Cl)cc1	-1.1	·	0.79	2	0	72	0.1	-0.6	2
51	O=C(NC1=NCCS1)C1Cc2ccccc2CN1C(=O)c1ccccc1 (centres undefined)	-0.51	11	0.24	6	-2	95	1.7	0.6	-2
52	COC(=O)COc1ccc(S(=O)(=O)NCc2ccco2)cc1Cl	-0.0071	-6	-0.51	7	7	·	0.0	0.2	-5
53	N#Cc1c(N)sc2c1CCCCCC2	0.47	·	-0.87	8	-12	138	0.4	0.4	1
54	COc1cc(C2CC(=O)C=C(O)C2)cc(OC)c1OC (centres undefined)	-0.91	·	0.34	14	0	50	·	1.1	·
